Compound activity deposited in PubChem by The Scripps Research Institute Molecular Screening Center.
SRC1 TRFRET art – flags TR-FRET format artefacts in PPARgamma SRC-1 recruitment agonist screen | TR-FRET detection artefact counter-screen, emission ratio; stronger effect = higher value | TR-FRET ratio at 8 µM | actives 0.34% (n = 99,000) | AID 1051; in the data active = TR-FRET ratio above about 2300; also: inactives centre near 1800; reference of the scale not given here
SRC3 TRFRET art – TR-FRET artefact, counter-screen to PPARgamma/SRC-3 agonist assay. PPARgamma/SRC-3 format; stronger effect = higher value. TR-FRET ratio at 8 µM. actives 0.39% (n = 99,000). AID 1048; in the data active = TR-FRET ratio above about 2000; also: inactives centre near 1600; reference of the scale not given here
* hit, by the source's call. Not all compounds are listed; count on the stated rates, not on these rows.

Results follow in this order: SRC1 TRFRET art, SRC3 TRFRET art
- Cn1c(CC(=O)Nc2ccccc2C(F)(F)F)c(Sc2ccccc2)c2ccccc21
  1718, 1496
- C=CCN(CC=C)C(=S)Nc1cc(Cl)ccc1OC
  1953, 1504
- CCOCCCNC(=S)NCCCNc1nc2ccc(C)cc2cc1C#N
  1940, 1351
- N#C/C(=C\c1ccc(N2CCOCC2)o1)C(=O)NCCc1ccccc1
  1834, 1610
- COc1ccccc1-n1cnnc1SCC(=O)c1c[nH]c2ccccc12
  1872, 1560
- COc1cc(NS(=O)(=O)c2ccc(NC(=S)NC(=O)c3sc4ccccc4c3Cl)cc2)ncn1
  1885, 1551
- COc1cc(C(=O)Nc2oc(-c3ccccc3)c(-c3ccccc3)c2C#N)cc(OC)c1OC
  1956, 1722
- CCOCCCNC(=O)C(NC(=O)c1ccc(NC(C)=O)cc1)c1ccc(OC)cc1 (centres undefined)
  2004, 1637
- CCCCC(C(=O)O)C(C)CC(=O)NNC(=O)c1ccco1 (centres undefined)
  2155, 1646
- Cc1ccc(NC(=O)c2ccccc2NC(=O)CCC(=O)O)cc1
  1744, 1299
- COc1ccc(N(CC(=O)NC2CCCCC2)C(=O)CCCC(=O)Nc2ccccn2)c(OC)c1
  1682, 1774
- CC(C)Oc1cccc(C(=O)NC2=NCCS2)c1
  1661, 1429
- CCc1cc(CNC(=O)CC2C(=O)NCCN2Cc2cccc(OC)c2)on1 (centres undefined)
  1836, 1629
- N=C(N=C(N)N)N1CCc2ccccc21
  1647, 1543
- CCc1ccccc1NC(=O)Nc1cccn(Cc2ccccc2F)c1=O
  1881, 1493

Reprinted from the part before: 2 compounds; new compounds follow.
Results follow in this order: SRC1 TRFRET art, SRC3 TRFRET art
- N=C(N=C(N)N)N1CCc2ccccc21
  1647, 1543
- CCc1ccccc1NC(=O)Nc1cccn(Cc2ccccc2F)c1=O
  1881, 1493
- Cc1ccc(NC(=O)CN2C(=O)c3ccccc3C2=O)nc1
  1839, 1462
- O=C(NNC(=O)c1cccs1)c1ccc([N+](=O)[O-])cc1
  1900, 1664
- Cc1ccc(-c2[nH]c(-c3ccccc3)nc2SCC(=O)NCC2CCCO2)cc1 (centres undefined)
  1604, 1675
- Cc1cc(NC(=O)CN2C(=O)CC(c3ccco3)Sc3ccccc32)no1 (centres undefined)
  2028, 1746
- CCCn1c(=O)[nH]c(=O)c2c1nc(-c1cccs1)n2CCOC
  1878, 1602
- C(=N\C(/N=C/c1ccco1)c1ccco1)/c1ccco1
  1958, 1658
- COc1cc(C=C(c2nc3ccccc3s2)c2nc3ccccc3s2)cc(OC)c1O
  1849, 1329
- CCC(CC)=C(C#N)C(=O)NC1CCCCC1
  1813, 1389
- Cc1nc2c3ccccc3n(Cc3ccccc3F)c2s1
  1610, 1580
- O=C(O)C1CC=CCC1C(=O)NNc1ccccc1 (centres undefined)
  1835, 1562
- O=c1c(-n2cncn2)c[nH]n1-c1cccc(Cl)n1
  1762, 1665
- CNS(=O)(=O)c1ccc(NC(=O)C2c3ccccc3Oc3ccccc32)cc1
  1828, 1582
- OCC1(Cc2ccccc2)CCN(Cc2cnc(-c3ccc(Cl)cc3)nc2)CC1
  1691, 1605
- COc1ccc(/C(N)=N/OC(=O)CN(C)S(=O)(=O)c2ccccc2)cc1
  1709, 1502
- CCOc1ccccc1NC(=O)CCCn1cc([N+](=O)[O-])cn1
  1995, 1668

Going on with the list.
Results follow in this order: SRC1 TRFRET art, SRC3 TRFRET art
- Cc1ccc2onc(CC(=O)O)c2c1
  1709, 1658
- O=C(O)c1nn(CCOc2cccc(Cl)c2)c(=O)c2ccccc12
  1917, 1636
- CC(=O)Nc1ccc(OCC(O)Cn2c3ccccc3c3ccccc32)cc1 (centres undefined)
  1831, 1631
- O=C(/C=C/c1ccc(Cl)cc1Cl)NCCSCc1ccccc1
  1525, 1504
- O=C(O)CNC(=O)/C(=C\c1ccc2c(c1)OCO2)NC(=O)c1ccc(Br)cc1
  1845, 1551
- CC(=O)c1sc(NCCOc2ccc(C)cc2)nc1C
  1634, 1485
- CC(=O)c1ccccc1NC(=O)CN1C(=O)CS/C1=C\c1nc(-c2ccc(C)cc2)cs1
  1700, 1642
- O=C(NCc1cccc(CNC(=O)C(=O)NCc2ccco2)c1)C(=O)NCc1ccco1
  1545, 1400
- O=C(CSc1nnc2ccccn12)NNC(=O)c1ccc(Br)cc1
  1983, 1561
- Cc1c(N=c2scc(-c3ccccc3)n2C)c(=O)n(-c2ccccc2)n1C
  1706, 1659
- N/C(=N\OC(=O)N1c2ccccc2Sc2ccccc21)c1ccccc1
  1936, 1812
- CC1(C)CC(=O)C(C=Nc2ccc(N)cc2)=C(O)C1
  1942, 1360
- CCc1nnc(NC(=O)CSc2nnc(-c3ccco3)o2)s1
  1844, 1677
- CCOC(=O)C(NC(=O)Nc1ccc(Cl)cn1)(Oc1ccc(F)cc1)C(F)(F)F (centres undefined)
  1916, 1783
- COc1ccc(/C=N/OCC(=O)Nc2cc(C)on2)cc1OC
  1746, 1534

Next part
Results follow in this order: SRC1 TRFRET art, SRC3 TRFRET art
- O=C(CCSc1nnc(-c2ccncc2)o1)Nc1cccc(Cl)c1
  1772, 1501
- COc1ccc(/C=N/NC(=O)c2ccccc2O)cc1CSc1ccccn1
  1806, 1626
- COc1cc(CNCCc2ccccc2)cc(Br)c1OCC(=O)Nc1ccccc1C
  2146, 1544
- O=C(CC1SC(=Nc2ccc(OC(F)F)cc2)N(CCC2=CCCCC2)C1=O)Nc1ccccc1F (centres undefined)
  1638, 1639
- O=C(Cc1ccc(Cl)c(Cl)c1)Nc1cccc(S(=O)(=O)N2CCOCC2)c1
  1738, 1599
- Cc1ccccc1NC(=O)CSCc1nc(N)nc(Nc2ccccc2C)n1
  1803, 1589
- CCCCN(CC)C(=O)Cn1cnc2ccc(S(=O)(=O)N3CCC(C)CC3)cc2c1=O
  1549, 1446
- CCOc1ccc(NC(=S)NC(=O)c2c(Cl)c(C)nn2C)c([N+](=O)[O-])c1
  1822, 1555
- Cc1cccc(N(CC(=O)NCC2CCCO2)C(=O)CCC(=O)Nc2cc(C)on2)c1 (centres undefined)
  1721, 1633
- CC(=O)Nc1cccc(C(=O)N/N=C/c2ccc(C)o2)c1
  1967, 1574
- CCOC(=O)Cc1nnc(NC(=O)CSc2nnc3c(n2)[nH]c2ccccc23)s1
  1669, 1463
- O=C(NN=C1CCCCCC1)c1ccc2c(c1)OCO2
  1739, 1544
- C[N+](C)(C)CCOP(=O)([O-])OC[C@H](O)CO
  1685, 1652
- CCCC(=O)Nc1sc(C(=O)Nc2cccc(N)c2)c(C)c1C(=O)OC
  1690, 1564
- COc1ccc(-c2nc3ccc(C)cn3c2NCc2ccc3c(c2)OCO3)cc1
  2028, 1870

The listing continues.
Results follow in this order: SRC1 TRFRET art, SRC3 TRFRET art
- CCOc1cc(CNCC2CCCN2CC)cc(Cl)c1OC (centres undefined)
  1683, 1714
- O=C(Nc1nc(-c2ccccc2)c(-c2ccccc2)s1)c1ccc(S(=O)(=O)N2CCCCC2)cc1
  1884, 1753
- COc1nc2ccccc2nc1OC
  1944, 1393
- COc1cc(/C=C/C(=O)O)cc(S(=O)(=O)Nc2ccccc2SC)c1OC
  1652, 1426
- COC(=O)COc1ccc(/C=C2/NC(=O)N(CC(=O)OC)C2=O)cc1
  2031, 1805
- N=C1SC(c2ccccc2)C(=O)N1c1ncc(Cc2ccccc2Cl)s1 (centres undefined)
  1889, 1503
- CCC(CC)C(=O)c1c[nH]c(C(=O)NCc2cccs2)c1
  1883, 1634
- CCN(CC)C(=O)c1ccccc1NS(C)(=O)=O
  1533, 1457
- COc1ccc(/C=N/N=C2/C(=O)Nc3ccccc32)cc1O
  1938, 1805
- O=C(CN1CCCC1)Nc1ccccc1Sc1ccc(Cl)cc1
  1675, 1359
- NC(=O)c1ccc(N=Cc2ccc([N+](=O)[O-])s2)cc1
  1500, 1631
- Cc1ccc(-c2nn(C(C)(C)C)c3ncnc(NS(=O)(=O)c4ccc([N+](=O)[O-])cc4)c23)cc1
  1519, 1385
- Cc1ccccc1OCCn1cnc2cc([N+](=O)[O-])ccc2c1=O
  1805, 1542
- CCOc1ccc(N2C(=O)CC(SCC(=O)O)C2=O)cc1 (centres undefined)
  1773, 1338
- CC(=O)Sc1nc(-c2ccccc2)[nH]c1S(=O)(=O)c1ccc(C)cc1
  1927, 1554

Exported bar-delimited: entries from further up
mol | SRC1 TRFRET art | SRC3 TRFRET art
COc1cc(/C=C/C(=O)O)cc(S(=O)(=O)Nc2ccccc2SC)c1OC | 1652 | 1426
COC(=O)COc1ccc(/C=C2/NC(=O)N(CC(=O)OC)C2=O)cc1 | 2031 | 1805
N=C1SC(c2ccccc2)C(=O)N1c1ncc(Cc2ccccc2Cl)s1 (centres undefined) | 1889 | 1503
CCC(CC)C(=O)c1c[nH]c(C(=O)NCc2cccs2)c1 | 1883 | 1634

(cont.)
Results follow in this order: SRC1 TRFRET art, SRC3 TRFRET art
- CCOC(=O)N/N=C1\CCc2ccccc21
  1751, 1529
- COC(=O)C1=C(C)N(c2cc(C)cc(C)c2)/C(=C/c2ccc(O)cc2)C1=O
  1992, 1723
- CCN(CC)c1ccc(NC(=O)COC(=O)/C=C/c2nc3ccccc3s2)cc1
  1789, 1350
- O=C(C1CCN(S(=O)(=O)c2ccc(F)cc2)CC1)N1CC=C(c2ccccc2)CC1
  1832, 1616
- Cc1ccc(S(=O)(=O)N2CCCCC2)cc1NC(=O)COC(=O)C1CC2C=CC1C2 (centres undefined)
  1951, 1768
- CCO[C@H]1OC(C(=O)N2CCCCCCC2)=C[C@@H](C)[C@@H]1CCCO
  1516, 1422
- COc1ccc(C(=O)NNC(=O)CN2CCN(c3nc(-c4ccccc4)cs3)CC2)cc1
  1747, 1618
- CCOC(=O)C1=C(C)NC(=O)NC1c1ccccc1 (centres undefined)
  1902, 1497
- CCN1C(=O)/C(=C2/C(=O)N3c4c(cc(OC(C)=O)cc42)C(C)=CC3(C)C)SC1=S
  1737, 1484
- Cc1cc(C)nc(NS(=O)(=O)c2ccc(N/C=C/C(=O)c3ccc(Cl)cc3)cc2)n1
  1533, 1477
- CCCn1c(N)c(C(=O)CN2CCc3ccccc3C2)c(=O)n(C)c1=O
  1910, 1529
- CC(C)C1OC2(C)OC(=N)C1(C#N)C(C#N)(C#N)C2c1ccccc1 (centres undefined)
  1951, 1986
- CCCCN(C(=S)Nc1ccc(F)cc1)c1c(N)n(CCC)c(=O)[nH]c1=O
  1866, 1705
- O=c1[nH][nH]c(-c2ccccc2)c1C=Nc1ccc(F)cc1F
  1841, 1455
- S=C(NCc1ccccc1)NNc1nc2ccccc2[nH]1
  1840, 1837

More records follow:
Results follow in this order: SRC1 TRFRET art, SRC3 TRFRET art
- Cc1onc(-c2ccccc2Cl)c1C(=O)Nc1nn[nH]n1
  1628, 1461
- Cc1cc(-c2csc(N)n2)c(C)n1-c1ccccc1
  1802, 1590
- COc1ccc(CCNC(=O)CCN2C(=O)c3cccc4cccc(c34)C2=O)cc1OC
  2052, 1684
- COc1ccc(NC(=O)COc2ccc(C(=O)NC3CCCc4ccccc43)cc2OC)cc1 (centres undefined)
  1728, 1416
- CCOC(=O)C1=C(c2ccccc2)NC(=O)NC1c1ccc(N(C)C)cc1 (centres undefined)
  1887, 1525
- COc1ccc(C(CCNCc2ccccc2)c2ccc(F)cc2)cc1 (centres undefined)
  1722, 1702
- Cc1ccc(N(C(=O)c2ccco2)C2C=CS(=O)(=O)C2)cc1 (centres undefined)
  1902, 1564
- C#CCOCCOCCOCCNc1nc(N2CCN(C(=O)C(Cc3ccc(O)cc3)n3cc(C(N)C(C)CC)nn3)CC2)nc(N2CCN(C(=O)C(Cc3ccc(O)cc3)n3cc(C(N)C(C)CC)nn3)CC2)n1 (centres undefined)
  1604, 1342
- C=C(C)Cn1c(SCC(=O)N/N=C/c2ccccc2)nc2ccccc2c1=O
  1488, 1546
- CCC(CO)NCc1ccccc1OC(C)C (centres undefined)
  1623, 1501
- FC(F)(F)c1cccc(Nc2nc(N3CCCC3)nc(N3CCCC3)n2)c1
  1596, 1489
- Cc1ccccc1N=C1c2cc([N+](=O)[O-])ccc2-c2ncccc21
  1625, 1543
- Cc1ccc(CNC(=O)C2CC2c2ccccc2)cc1 (centres undefined)
  1633, 1457
- COC(=O)c1ccc(OC(=O)c2nn(C)cc2Cl)c(OC)c1
  1777, 1723
- CC(C)Oc1ccc(C2CCC(=O)NC2=O)cc1 (centres undefined)
  1625, 1517

(next part)
Results follow in this order: SRC1 TRFRET art, SRC3 TRFRET art
- COC(=O)N/N=C/c1ccc(-c2cc(Cl)ccc2Cl)o1
  1946, 1467
- C/C(N)=C(/C#N)C(=O)CSc1nc2ccc(C)cc2[nH]1
  1794, 1582
- CC(C)C(c1nnnn1Cc1ccc(F)cc1)N1CCC(C(N)=O)CC1 (centres undefined)
  1988, 1693
- N#CCCn1nc(-c2ccc([N+](=O)[O-])cc2)cc1Nc1ccccc1NC(=O)C(F)(F)F
  1899, 1685
- CCOC(=O)c1c(NC(=O)C2C3C=CC(C3)C2C(=O)O)sc2c1CCC(C)C2 (centres undefined)
  1913, 1595
- CCCCC1CCC(C(=O)N2CCOCC2)CC1 (centres undefined)
  1814, 1693
- Cc1[nH]c(=O)[nH]c(=O)c1S(=O)(=O)N(CC(C)C)CC(C)C
  1849, 1679
- Cc1cccc(NC(=O)CSCc2nc3c(nnn3Cc3ccc(F)cc3)c(=O)[nH]2)c1C
  1750, 1738
- CC(=O)c1cccc(NC(=O)CCS(=O)(=O)c2ccc(Br)s2)c1
  1584, 1472
- COc1ccc(CC(=O)Nc2cccc(S(=O)(=O)N3CCCCCC3)c2)cc1OC
  1863, 1656
- COC(=O)c1ccc(/C=N/N2CCN(Cc3ccc(C)cc3C)CC2)cc1
  1965, 1496
- O=c1cc(CO)oc(C(Nc2cccc(C(F)(F)F)c2)c2ccccn2)c1O (centres undefined)
  2154, 1634
- CCCCNC(=O)c1ccc(NC(=O)C2CCCO2)cc1 (centres undefined)
  1383, 1512
- CS(=O)(=O)c1ccc2nc(NC(=O)c3ccc(S(=O)(=O)NCC4CCCO4)cc3)sc2c1 (centres undefined)
  1915, 1649
- COC(=O)c1cc(-c2ccccc2)sc1NC(=O)c1cc(C)on1
  1606, 1363
